Pemphigus Ab inh: inhibitors of pemphigus antibody binding to human desmoglein-3; binding (percent of control), % at 10 µM; P32926; AID 588358; DSG3-coupled beads, scFv-anti-DSG3-GFP binding, flow cytometry; stronger effect = lower value; 310,000 compounds, 0.48% hits;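 active = binding more than 3 SD below its plate's average and above zero; inconclusive = below that plate limit but binding exactly zero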; also: some compounds called inactive have numbers as strong as hits
CDK5 p35 inh: CDK5/p35 (human) kinase inhibition | Recombinant CDK5/p35, ADP-Glo luminescence, 60 min | inhibition, % at 10 µM | 330,000 compounds, 0.01% hits;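 active = highest replicate inhibition of at least 50% and at least 75% of replicates reaching 50%; inconclusive = only one of the two criteria met; inactive = both criteria failed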;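 also: plate controls were DMSO neutral control for no effect and GW8510 at 10 µM for full effect; many of its hits are not listed in these tables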
PKA-R2B act: PKA-R2B complex activation; P22694+P31323; PKA-R2B holoenzyme dissociation, Cy5-IP20 fluorescence polarization; R2B truncated from residue 108, S112A mutant; 0% DMSO only, 100% 113 µM cGMP; activation, % at 11.4 µM; 340,000 compounds, 0.079% hits;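 active = activation above a cutoff set at the mean over all compounds plus 3 SD, cut at about 18% in these data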;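 also: higher means more holoenzyme dissociation and a rise in polarization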
SR-BI HDL uptake: inhibitors of mouse SR-BI mediated HDL lipid uptake; ldlA[mSR-BI] CHO cells, DiI-HDL uptake fluorescence, 3 h; Q61009; 320,000 compounds, 0.96% hits; inhibition, % at 12.5 µM;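 active = mean replicate inhibition of at least 70% and a set share of replicates each scoring 70 or more; inconclusive = meets just one of the two criteria; inactive = fails both criteria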;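 also: 0% = median of neutral control wells and 100% = median of positive control wells; values of inactives mirror those of a sister screen read the other way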
Target sequence (Q61009 whole entry, looked up): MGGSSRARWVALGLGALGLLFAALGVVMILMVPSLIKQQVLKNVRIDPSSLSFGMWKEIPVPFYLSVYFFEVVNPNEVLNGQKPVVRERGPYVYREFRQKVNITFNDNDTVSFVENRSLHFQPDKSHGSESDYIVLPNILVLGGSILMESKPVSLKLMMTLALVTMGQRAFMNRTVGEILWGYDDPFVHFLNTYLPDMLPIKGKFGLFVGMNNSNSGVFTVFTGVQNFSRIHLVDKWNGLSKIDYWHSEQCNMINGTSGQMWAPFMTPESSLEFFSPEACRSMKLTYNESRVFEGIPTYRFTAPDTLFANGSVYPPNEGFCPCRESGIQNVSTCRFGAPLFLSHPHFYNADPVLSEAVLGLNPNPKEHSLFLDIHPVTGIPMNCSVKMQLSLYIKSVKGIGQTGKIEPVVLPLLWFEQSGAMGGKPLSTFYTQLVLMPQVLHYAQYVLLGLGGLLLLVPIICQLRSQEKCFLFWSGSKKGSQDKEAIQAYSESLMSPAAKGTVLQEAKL
dFosB activator: mouse delta FosB homodimer activation. P13346. purified delta FosB, TAMRA-CDK5 oligo fluorescence polarization; percent of positive-control signal above neutral wells. activation, % at 25 µM. 340,000 compounds, 0.99% hits. AID 493131;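 active = mean activation above about 17%, with every replicate also reaching it, limit read from the data, passing the limit was not always enough; inconclusive = only one of the two conditions met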;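 also: fluorescence polarization rise as delta FosB binds a TAMRA Cdk5 AP-1 oligo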
Target sequence (P13346 whole entry, looked up): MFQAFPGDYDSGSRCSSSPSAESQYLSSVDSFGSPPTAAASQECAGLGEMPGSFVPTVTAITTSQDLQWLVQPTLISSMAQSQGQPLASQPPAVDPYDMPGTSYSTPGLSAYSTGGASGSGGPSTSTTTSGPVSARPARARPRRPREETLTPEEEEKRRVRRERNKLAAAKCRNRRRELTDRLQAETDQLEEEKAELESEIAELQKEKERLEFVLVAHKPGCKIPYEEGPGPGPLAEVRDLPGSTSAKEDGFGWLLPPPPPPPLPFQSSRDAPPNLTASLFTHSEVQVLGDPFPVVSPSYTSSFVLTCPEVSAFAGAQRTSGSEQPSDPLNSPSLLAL
SR-BI DiI-HDL act: SR-BI HDL lipid transfer activation; CHO ldlA[mSR-BI] cells, DiI-HDL uptake fluorescence, 3 h; 100 = double the neutral-control signal; activation, % at 12.5 µM; 320,000 compounds, 0.096% hits; AID 504775;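 active = mean replicate activation of at least 60% and every replicate at or above 60%; inconclusive = mean or all-replicate condition met, but not both; inactive = mean below 60% and not all replicates reaching 60%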;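 also: 0% = median plate neutral-control signal and 100% = twice that signal; values of inactives mirror those of a sister screen read the other way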
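system = CHO ldlA[mSR-BI] cells, LDL receptor-null, SR-BI overexpressing | medium = Ham's F12 with 0.5% BSA, HEPES 25 mM, pH 7.4 | probe or stimulus = DiI-HDL 10 µg/mL | compound dosing = single-point compound dose | incubation = compound exposure 3 h, 37 °C | technique = DiI fluorescence, bottom read | read-out = cell-associated DiI fluorescence as measure of HDL uptake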
MITF TRPM1 HTS: MITF TRPM1 promoter activation in melanoma cells. SK-MEL-5 TRPM1-promoter luciferase, 24 h; % of positive control, neutral wells = 0. activation, % at 12.5 µM. 300,000 compounds, 0.75% hits. AID 588334;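 active = mean activation of at least 80% with every replicate also reaching 80%; inconclusive = mean reaches 80% but some replicate falls short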;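 also: 0% = neutral control wells and 100% = parthenolide positive control wells; values of inactives mirror those of a sister screen read the other way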
Arrestin-AP2 inh: human beta-arrestin and AP2 interaction inhibition | FITC-arrestin peptide / GST-AP2 beads, flow cytometry; AP2 beta2 appendage carries R879A mutation | inhibition, % at 10 µM | 340,000 compounds, 0.31% hits | AID 504490;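 active = inhibition above a set limit, near 3 SD of compounds lacking own fluorescence, cut at about 54% in these data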;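 also: plate controls were DMSO wells for no effect and 5 µM unlabelled arrestin peptide for full effect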
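system = GST-tagged AP2 beta2-adaptin appendage (R879A) on 4 µm glutathione beads | reagent = FITC-labelled arrestin peptide probe, 50 nM final | schedule = compound with beads 12 min RT, then probe 1 h RT | signal = HyperCyt-sampled flow cytometry, FL1 channel, ex 488/em 535 nm | read-out = percent response from loss of bead-bound FITC fluorescence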
NSD2 HMT inh: inhibitors of human histone methyltransferase NSD2. AID 743445. NSD2 peptide methylation, AlphaScreen, 120 min. inhibition, % at 12.5 µM. O96028. 310,000 compounds, 0.54% hits; in the data active = inhibition above about 50%
PKA-R1A activ: activators of PKA-R1A complex. P00514+P68181. PKA-R1A dissociation, Cy5-IP20 fluorescence polarization; scaled: DMSO 0%, 113 µM cGMP 100%. activation, % at 11.4 µM. 340,000 compounds, 0.083% hits;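 active = percent activation above the mean of all tested compounds plus 3 SD, cut at about 19% in these data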;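 also: higher means more PKAc released from R1A so a rise in polarization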
Mot1-301 SUMO: inhibitors of SUMOylation pathway: yeast Mot1-301 growth rescue; S. cerevisiae Mot1-301 growth rescue, ATP luminescence, 38.5C; percent above DMSO median, 100 means doubled; growth rescue, % at 18.8 µM; 320,000 compounds, 1% hits; AID 2716;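 active = every valid replicate shows activation above 250% relative to neutral control wells; inactive = the rest, any valid replicate at or below 250%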;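 also: OY570 slx delta 5 strain wells were the positive control but not used for scaling; some compounds called inactive have numbers as strong as hits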
An asterisk follows results filed as active; i = inactive; u = inconclusive; x = no result given; + = active, no number.

SMILES	Pemphigus Ab inh	CDK5 p35 inh	PKA-R2B act	SR-BI HDL uptake	dFosB activator	SR-BI DiI-HDL act	MITF TRPM1 HTS	Arrestin-AP2 inh	NSD2 HMT inh	PKA-R1A activ	Mot1-301 SUMO
O=C(Nc1ccccc1)N(C1=NCCC1)c1ccccc1	105	1.7	-3	-6	0	6	-4	-23	-3	-10	7
S=C(NCCc1ccccc1)Nc1ccccc1Cl	107	-1.4	0	15	-1	-15	38	0	-2	-3	530*
C#CCOc1c(Br)cc(/C=C2/C(=O)ON=C2C)cc1OC	102	-0.9	5	-5	-2	5	1	-1	5	4	22
CC(Sc1nnc(C(C)Oc2ccccc2F)o1)C(=O)NCc1ccc2c(c1)OCO2 (configuration not stated)	x	0.1	-8	10	-5	-10	-6	-9	4	9	20
Cc1ccc(NCC(O)C(O)C(O)CO)c(N=Nc2ccccc2)c1C (configuration not stated)	93	-1.0	-8	x	-2	x	0	-2	2	-12	-17
COc1ccc(OC)c(CCNC(=O)CS(=O)(=O)Cc2nc(-c3ccc(C)cc3)oc2C)c1	110	-0.7	4	63	-12	-63	-12	12	0	-9	-14
CCCC(=O)Nc1nnc(/C=C/c2ccccc2)s1	111	1.7	1	21	-2	-21	20	-1	9	-12	9
CCC[C@H]1CC(=O)C=C(c2ccsc2)ON1C(=O)OC(C)(C)C	94	-5.2	-3	38	-10	-38	12	2	x	-10	x
Cc1cc2nc3ccc(=[N+](C)C)cc-3sc2cc1N	82	14	-342	x	-174	x	-95	33	x	-378	x
C/C(=N/NC(=O)c1ccc(-c2ccccc2)cc1)c1cc(O)cc(O)c1	106	-1.7	-3	20	-11	-20	6	5	-1	-18	12
O=C(NCc1cccc(Cl)c1)c1cccc(S(=O)(=O)N2CCCCC2)c1	105	1.4	-7	9	-1	-9	-6	-12	-16	-5	8
Cc1ccc(N=C2N=C(N)c3ccccc32)c(C)c1	104	-0.5	2	-34	0	34	-3	3	0	1	-10
C/C(=N/NC(=O)CNc1ccc(C)cc1)c1ccc(Cl)cc1	120	0.8	0	17	-6	-17	6	-13	3	2	1
Cc1cc(OCC(=O)OCC(=O)N(C)Cc2ccccc2C)ccc1Cl	99	-0.1	-11	-4	-8	4	4	3	-5	-13	-5
O=C(CCNS(=O)(=O)c1ccc(Br)s1)NCc1ccc2c(c1)OCO2	110	2.2	6	11	-1	-11	-6	11	0	-3	14
CCc1ccc(-n2c(C)cc(/C=N/NC(=O)c3ccncc3)c2C)cc1	101	-1.0	-8	30	2	-30	-10	9	3	5	4
CCCCNC(=O)/C(C#N)=C/c1ccc(F)cc1F	81	-0.2	-7	-19	-4	19	-4	-4	5	1	-13
CCCCCn1c(Br)nc2c1c(=O)n(CC(N)=O)c(=O)n2C	114	-3.0	-7	18	-4	-18	-2	1	-2	1	-7
CCCn1c2c(c(=N)c3c1CCC3)CCC2	x	-3.0	16	x	-1	x	x	-13	0	6	-8
Cc1ccc2c(N)[nH]nc2n1	98	-1.2	3	-30	0	30	4	-6	-10	-3	4
Cc1cccc(NS(=O)(=O)c2cccc([N+](=O)[O-])c2)n1	98	1.3	-4	-14	1	14	-2	2	-2	-6	x
CCc1cccc(C)c1NC(=O)Cc1ccsc1	x	0.3	-10	x	4	x	2	17	4	4	26
COc1ccc(-c2c(C(F)(F)F)nn(C)c2NC(C)=O)cc1	x	1.8	-9	-5	0	5	x	29	-2	-7	-5
CC1=CC(C)(C)n2c(O)c(N=NC(N)=S)c3c(C)ccc1c32	95	0.1	-1	-22	0	22	3	1	-1	-7	-16
C=CCNc1nc(Cl)nc(Nc2ccc(OC)cc2OC)n1	103	2.8	-9	33	-8	-33	0	-2	-3	-3	0
Cc1ccc(Sc2ccc(N)cc2C#N)cc1	114	0.6	8	-9	-4	9	-1	24	-2	0	9
COc1ccccc1OCc1cc(-c2ccccc2)no1	97	-1.5	-5	12	-1	-12	95*	17	-1	3	10
O=C(NNC(=O)C12CC3CC(CC(C3)C1)C2)c1cccc(O)c1	90	-2.0	-8	x	-5	x	-6	-6	3	-4	-1
CCc1ccc(OCCNC(=O)c2cc(SC)ccc2Cl)cc1	103	-1.3	-9	-31	-7	31	14	3	0	0	x
CCOc1ccccc1NC(=O)C1CCCN(S(=O)(=O)c2ccc(OC)c(C)c2)C1 (configuration not stated)	x	1.8	-11	5	-6	-5	x	6	-1	-20	-2
NS(=O)(=O)c1ccc(Nc2nc(-c3ccc(O)cc3)cs2)cc1	97	6.1	-1	1	-11	-1	5	2	0	4	1
CCOc1ccc(C)cc1S(=O)(=O)N1CCCCC1	111	1.5	3	-4	-2	4	2	5	-1	-1	-2
Cc1cc(C)c2c(-n3cccc3)c(C(=O)NNS(=O)(=O)c3ccc(Br)cc3)sc2n1	103	0.3	-6	-11	-9	11	x	1	x	-3	x
C#CCn1c(=NC(=O)CN2C(=O)CCC2=O)sc2cccc(OC)c21	98	0.6	-2	x	-11	x	8	5	0	5	+
CN1CCN(CCCOc2ccc(-c3ccccc3)cc2)CC1	123	-2.0	9	-28	-3	28	x	26	13	8	-6
CCOC(=O)C1C(=O)NC(SCC(=O)Nc2nccs2)=C(C#N)C1c1ccccc1OCC (configuration not stated)	116	-2.4	3	3	-5	-3	7	-7	x	-3	633*
C/C(=N\Nc1nc(N)cc(Cl)n1)c1cccc(N)c1	98	1.5	-6	-7	0	7	17	21	2	5	3
Cc1ccc(C(=O)OCC(=O)N2CCOCC2)c(C)c1	108	0.5	-13	x	-1	x	7	5	1	5	-21
CCCn1c(SCC(=O)Nc2ccccc2Cl)n[nH]c1=O	90	-0.8	-7	x	9	x	-4	-11	-35	-6	33
CCOC(=O)c1sc(NC(=O)COC(=O)C(CCSC)NC(C)=O)nc1C (configuration not stated)	97	-1.4	-7	5	11	-5	9	20	-1	3	4
Cc1cccc(-c2nsc(SCC(=O)Nc3cc(C)on3)n2)c1	x	0.2	6	-2	13	2	41	13	1	-6	6
COc1ccc(CNC(=O)C2CCC(=O)N2C(C)C)c(OC)c1 (configuration not stated)	101	3.5	-3	x	1	x	6	4	-4	-5	12
COc1ccc(C)cc1S(=O)(=O)N1CCCC(N2CCOCC2)C1 (configuration not stated)	110	0.7	-12	-18	-8	18	-3	-12	1	0	200
CC1CC(CC(C)C(=O)Nc2nncs2)C(=O)O1 (configuration not stated)	97	-0.6	5	-7	4	7	-17	-10	-3	-13	-1
COc1cccc(NC(=O)C(C)(C)C)c1	102	2.6	-4	-19	8	19	-4	16	x	-1	-4
COc1ccc(C(C(=O)NC2CCCCC2)N(Cc2cccnc2)C(=O)c2snc(C(N)=O)c2N)cc1 (configuration not stated)	97	1.4	0	-19	-22	19	-7	30	-1	-7	187
COCCN(CCOC)S(=O)(=O)c1ccc(C(=O)Nc2nnc(C)o2)cc1	97	-0.5	-1	-31	-5	31	0	0	x	-6	-2
CCOCCCNC(=S)N1C2CCC1CC(NC(=O)NC13CC4CC(CC(C4)C1)C3)C2 (configuration not stated)	120	-0.4	0	-5	-13	5	1	16	x	1	-11
O=C(N/N=C/C=C/c1ccc2c(c1)OCO2)c1ccc([N+](=O)[O-])cc1	88	-2.5	-10	-3	0	3	-6	-5	x	-6	-8
CCCc1nnc(NC(=O)Cn2c(=O)sc3ccccc32)s1	96	-1.2	-17	-4	u	4	x	-10	2	-8	7
O=C(N/N=C/C=C/c1ccccc1)C(O)c1ccccc1 (configuration not stated)	117	-0.2	-13	-21	-5	21	-6	-10	0	-2	4
COC(=O)C(NS(=O)(=O)c1ccc(C)cc1)c1ccccc1 (configuration not stated)	108	-0.2	7	-2	0	2	5	5	-2	-4	i
CCOC(=O)C(=CN=C(N)Nc1nc2ccccc2o1)C(=O)OCC	100	-2.7	-4	-6	-5	6	30	-2	2	-4	129
CCOC(=O)C1CCN(C(=O)COC(=O)CSc2ccccc2C)CC1	109	0.0	5	-18	1	18	5	-6	-2	12	x
Cc1ccc(-c2csc(=Nc3cccnc3)n2CCCn2ccnc2)cc1C	102	1.6	-6	29	-2	-29	0	4	17	1	-5
CCn1c(NN)nc2sc3c(c2c1=O)CCC3	106	0.0	-4	12	-10	-12	3	-3	-6	-5	-1
CCOCCn1c(CN2CCOCC2)nc2c1c(=O)[nH]c(=O)n2C	108	-1.4	4	-2	0	2	x	4	x	8	77
O=C(N/N=C/c1ccc2cccc(OCc3ccccc3)c2n1)c1ccc(Cl)cc1	x	-1.1	5	35	-11	-35	12	-3	x	-4	4
O=C(Nc1cccc2nsnc12)C1CC(=O)N(c2ccccc2)C1 (configuration not stated)	112	1.3	6	9	0	-9	-8	-10	-1	2	-2
CC(Oc1ccc2c(-c3ccccc3)cc(=O)oc2c1)C(=O)N[C@H](Cc1c[nH]c2ccccc12)C(=O)O (some centres not stated)	106	-2.2	3	4	-9	-4	-17	-1	x	1	1
The list continues:
SMILES	Pemphigus Ab inh	CDK5 p35 inh	PKA-R2B act	SR-BI HDL uptake	dFosB activator	SR-BI DiI-HDL act	MITF TRPM1 HTS	Arrestin-AP2 inh	NSD2 HMT inh	PKA-R1A activ	Mot1-301 SUMO
CCCS(=O)(=O)N1CCN(c2ccccc2F)CC1	103	-1.8	-1	x	-2	x	-6	-5	0	-2	5
Cc1[nH]c(=O)c(C#N)c2c1CSC(C)(C)C2	102	1.1	3	-3	4	3	10	5	-3	-9	-14
Cc1cccc(C(=O)NCC(=O)OCC(=O)N(C)CC(=O)Nc2ccccc2Cl)c1	105	0.2	5	14	-4	-14	0	40	-7	-5	-6
Cc1ccc(Oc2nc3ccccc3n3cccc23)cc1	104	-1.8	1	19	-2	-19	-15	23	0	-4	21
COCCNC(=O)c1ccccc1NC(=O)c1ccccc1SC	116	0.2	-8	10	4	-10	2	17	-2	5	-1
